Source: PubChem BioAssay
MsrA inhibitor = inhibitors of bovine MsrA; purified bovine MsrA, absorbance read-out; inhibition, % at 15.5 µM; hit rate 0.75% among 360,000; AID 651718; in the data active = inhibition above about 4.5%;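 note: 0% = vehicle wells with enzyme and 100% = reference inhibitor wells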
PABP1 MLLE inh = blocks PAM2 peptide binding to the PABP1 MLLE domain; AID 588489; inhibition, % at 20 µM; hit rate 0.36% among 360,000; P11940; GST-MLLE / FITC-PAM2 fluorescence polarization; in the data active = inhibition above about 35%, passing the limit was not always enough;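 note: plate controls were DMSO wells with GST-MLLE for no effect and wells lacking GST-MLLE protein for full effect; some results filed as inactive read as strong as hits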
Rin1 Abl inh = blocks binding of human Rin1 to Abl | TR-FRET Rin1/Abl binding, biochemical | inhibition, % at 7.35 µM | hit rate 0.4% among 360,000 | AID 588664; in the data active = inhibition above about 5%, passing the limit was not always enough
bovine MsrA act = bovine methionine sulfoxide reductase A activation; AID 602163; purified bovine MsrA, absorbance read-out; activation, % at 10.6 µM; hit rate 0.3% among 360,000; in the data active = activation above about 7.5%;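 note: 0% = vehicle and 100% = reference activator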
Neddylation inh = cullin neddylation inhibition; calls only at 25 µM; TR-FRET cullin neddylation, biochemical; hit rate 0.58% among 360,000; P61081+Q13564; in the data active = inhibition above about 36%
Target sequence (P61081 whole entry, looked up): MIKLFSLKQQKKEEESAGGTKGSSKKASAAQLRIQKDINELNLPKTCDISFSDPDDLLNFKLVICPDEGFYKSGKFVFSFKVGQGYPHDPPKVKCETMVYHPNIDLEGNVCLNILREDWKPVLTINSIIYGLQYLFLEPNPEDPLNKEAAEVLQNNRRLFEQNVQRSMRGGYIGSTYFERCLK
Target sequence (Q13564 whole entry, looked up): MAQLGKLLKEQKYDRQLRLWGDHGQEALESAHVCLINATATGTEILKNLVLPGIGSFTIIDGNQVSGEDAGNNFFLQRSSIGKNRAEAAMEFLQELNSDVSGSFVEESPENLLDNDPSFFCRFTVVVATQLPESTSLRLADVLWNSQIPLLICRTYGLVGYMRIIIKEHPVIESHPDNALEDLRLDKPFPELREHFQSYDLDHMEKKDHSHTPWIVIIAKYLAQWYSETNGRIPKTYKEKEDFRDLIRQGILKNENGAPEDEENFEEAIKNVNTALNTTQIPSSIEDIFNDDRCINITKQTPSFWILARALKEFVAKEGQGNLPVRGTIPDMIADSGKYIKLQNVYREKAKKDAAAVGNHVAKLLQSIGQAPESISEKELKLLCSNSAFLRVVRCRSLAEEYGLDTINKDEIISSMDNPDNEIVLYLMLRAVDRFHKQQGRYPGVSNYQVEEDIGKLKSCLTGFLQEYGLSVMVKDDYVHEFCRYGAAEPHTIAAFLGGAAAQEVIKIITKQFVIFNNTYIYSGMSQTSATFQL
CSN inh = CSN deneddylation inhibition; Q92905; Purified CSN, SCF-Nedd8-OG deneddylation, fluorescence polarization; inhibition, % at 12.5 µM; hit rate 0.38% among 360,000;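 active = pattern-corrected inhibition above about 35%, with an unprinted fluorescence ratio check between 0.5 and 1.5, limit read from the data, passing the limit was not always enough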;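 note: 0% = enzyme with substrate and 100% = substrate without enzyme; some results filed as inactive read as strong as hits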
Target sequence (Q92905 whole entry, looked up, one chain of several): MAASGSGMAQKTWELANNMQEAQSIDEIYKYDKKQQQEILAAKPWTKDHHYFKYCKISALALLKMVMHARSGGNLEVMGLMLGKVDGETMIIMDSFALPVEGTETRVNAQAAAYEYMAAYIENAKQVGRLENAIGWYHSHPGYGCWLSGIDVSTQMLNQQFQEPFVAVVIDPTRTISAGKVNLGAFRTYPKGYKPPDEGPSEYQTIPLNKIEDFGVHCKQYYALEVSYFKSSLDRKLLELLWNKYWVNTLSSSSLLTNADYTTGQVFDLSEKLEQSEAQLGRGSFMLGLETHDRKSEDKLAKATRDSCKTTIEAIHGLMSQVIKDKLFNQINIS
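Test system: purified human Csn5 enzyme expressed in HEK293T cells. Amount: 0.24 nM enzyme. Reagent: SCFSkp2-Nedd8OG substrate at 10 nM final. Schedule: 90 min incubation of compound, enzyme and substrate at room temperature. Detection: fluorescence polarization. Read-out: % inhibition of substrate cleavage by Csn5.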
FAS TE block = inhibitors of human fatty acid synthase thioesterase domain; P49327; recombinant FAS-TE, OMFH fluorogenic substrate, fluorescence endpoint; inhibition, % at 15 µM; hit rate 0.67% among 360,000; AID 602261;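 active = compounds whose normalised, plate-corrected inhibition of enzyme fluorescence in the single-dose primary screen is 50% or more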;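 note: 0% = DMSO with enzyme and 100% = substrate without enzyme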
TbMetRS inhib = blocks T. brucei methionyl-tRNA synthetase activity; purified T. brucei MetRS, ATP depletion, Kinase-Glo luminescence; inhibition, % at 11.9 µM; hit rate 0.4% among 360,000; AID 624268;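 active = inhibition above a per-plate cutoff of the control wells' mean inhibition plus 3 SD, cut at about 5.5% in these data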;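 note: 0% = DMSO wells median and 100% = median of wells with control inhibitor compound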
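assay system = parasite MetRS enzyme | timing = 15 min preincubation, 2 h reaction, all 25 °C | evaluation = percent inhibition relative to median high and low control wells | medium = HEPES buffer containing pyrophosphatase, BSA, spermine, DTT | compound = single dose, 11.9 µM final nominal, 0.9% final DMSO | detection = Kinase-Glo luminescence, ATP depletion format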
E coli Lon inh = inhibits E. coli Lon protease. purified E. coli Lon protease, fluorescence polarization. P0A9M0. hit rate 0.42% among 360,000. AID 602123. inhibition, % at 7.94 µM; in the data active = inhibition above about 13%, passing the limit was not always enough;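 note: 0% = enzyme with probe and DMSO and 100% = no enzyme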
* = called active by the depositor; i = inactive; x = no result given; + = active, no number.

SMILES	MsrA inhibitor	PABP1 MLLE inh	Rin1 Abl inh	bovine MsrA act	Neddylation inh	CSN inh	FAS TE block	TbMetRS inhib	E coli Lon inh
CCOC1CCCc2oc(-c3ccc(OC)cc3)c(C#CCCO)c21 (configuration not stated)	0.5	x	x	-2	x	-2	1	-0.7	-2
CCCn1c(SCC(=O)NCc2ccco2)nnc1C(C)C	2.0	22	-1	-3	i	3	-3	0.1	9
Cc1ccc(C)c(N(C(=O)Cn2nnc3ccccc32)C(C(=O)NC(C)(C)C)c2ccsc2)c1 (configuration not stated)	-0.1	-6	2	0	i	2	0	0.0	-5
O=C(O)c1ccc2c(c1)S(=O)(=O)c1ccccc1C2=O	x	-6	3	-4	i	-2	-2	-0.1	15
Cc1ccc(-n2c(SCC(=O)NCc3ccco3)nnc2-c2cccnc2)c(C)c1	-0.8	-19	12*	-4	i	2	-3	-0.8	-5
COc1ccc(OC)c(/C=C/C(=O)N(C)CC(=O)Nc2ccc(N3CCOCC3)cc2)c1	2.0	6	0	-7	+	-4	-6	-0.5	-2
CCc1ccccc1NC(=O)CN1CCN(CC(=O)NCc2ccc(Cl)cc2)CC1	0.3	5	2	-2	i	2	2	0.5	-14
CCN(CC)S(=O)(=O)c1ccc(C(=O)NNC2=NS(=O)(=O)c3ccccc32)cc1	4.0	6	-2	0	i	-1	-4	1.5	-4
CCn1c(SCC(=O)Nc2nccs2)nnc1-c1ccncc1	-0.6	-6	-3	-1	i	-1	-1	-0.2	5
C=CCNc1nc(Cl)nc(Nc2ccc(OC)cc2)n1	-0.2	-13	-2	-3	i	3	0	-0.8	2
COc1ccc(S(=O)(=O)N(C)CC(=O)NCCN2CCOCC2)cc1C	1.1	5	1	-1	i	-1	-8	-0.5	4
CCOC(=O)CN1C(=O)N[C@@H](c2cccc(F)c2)C(C(C)=O)=C1C	-0.7	18	1	0	i	-4	-3	-0.2	7
Cc1cnc2cc(Cl)c(Cl)cc2n1	-0.6	2	0	3	i	-1	0	-1.3	2
Cc1ccc(Sc2cc(C(F)(F)F)nc(N(C)C)n2)cc1	0.4	1	8	4	i	3	16	-0.1	4
Cc1sc(NC(=O)C2CSC3(C)CCC(=O)N23)nc1-c1ccccc1 (configuration not stated)	1.9	-2	1	3	i	2	6	-0.4	-8
Cc1ccccc1OCC(=O)NCCN(C)C	-0.1	-1	2	-2	i	-4	-5	-1.1	-7
COc1ccc(CCNC(=O)CC(c2ccccc2)c2cc(C)ccc2O)cc1OC (configuration not stated)	x	6	2	-1	i	0	0	-0.7	7
COc1ccc(/C=N/Nc2ncnc3c2[nH]c2ccccc23)c(OC)c1OC	1.3	-10	3	-8	i	1	-6	-0.4	-5
Cc1noc(C)c1S(=O)(=O)N(CC(=O)NCc1ccccc1)c1ccc(C(C)C)cc1	0.2	4	2	-9	i	-3	16	-0.9	8
Clc1ccc(COc2ccccc2CNCc2cccnc2)cc1	1.7	-10	8	-2	i	0	-3	0.0	-8
O=C(C[C@H]1C(=O)N(Cc2cccnc2)C[C@@H]1Cc1ccccc1)Nc1ccccc1	-1.4	-2	6	-3	i	6	-4	-0.4	-2
COc1cc(/C=C(/C#N)c2ccccc2F)ccc1OCc1ccccc1	1.7	-11	-1	-3	i	2	40	-0.4	1
Cc1ccc(S(=O)(=O)NCC(=O)OCC(=O)c2cccs2)cc1	1.4	6	-4	1	i	8	-11	0.0	-8
Cc1c(N=N/C(C(=O)Nc2ccccc2)=C(/O)c2ccccc2)c(=O)n(-c2ccccc2)n1C	1.5	-90	3	-6	i	5	6	-0.7	-5
COc1ccc(C)cc1C(=O)CCC(=O)Nc1ccccc1N1CCOCC1	1.5	5	-2	0	i	2	-4	0.1	-1

Remaining list, next part
SMILES	MsrA inhibitor	PABP1 MLLE inh	Rin1 Abl inh	bovine MsrA act	Neddylation inh	CSN inh	FAS TE block	TbMetRS inhib	E coli Lon inh
Cc1noc(C)c1COC(=O)c1cccnc1Cl	-0.8	-5	-2	-3	i	2	-5	-0.2	-2
Cc1csc(NC(=O)CSc2nnc(-c3ccoc3C)n2Cc2ccco2)n1	0.4	-10	-1	-9	i	-1	-11	-1.0	8
O=C(NNC(=O)c1cccc2ccccc12)c1ccco1	-0.8	3	-3	-4	i	0	-4	0.1	-1
COc1cc(CNn2cn[nH]c2=S)cc(Cl)c1OCc1ccc(F)cc1	0.7	-33	0	0	i	-2	-2	-0.3	11
CCN(CC(=O)Nc1ccc(S(=O)(=O)N2CCCC2)cc1)CC(=O)Nc1ccccc1C(F)(F)F	-1.0	-54	2	-2	i	0	14	-0.3	3
O=C(Cn1nc(-c2nn(CC(=O)c3ccccc3)c3[n+]2CCCCC3)[n+]2c1CCCCC2)c1ccccc1	-1.8	-4	-2	-3	i	-6	-5	-0.2	-12
COc1ccc(CNCc2c(F)cccc2F)cc1OC	1.2	6	-1	1	i	2	-3	-0.1	-4
CCN1CCN(C(=O)c2sc3nc(C)nc(N4CCC(C)CC4)c3c2C)CC1	0.5	0	0	-10	i	1	-4	-1.8	2
C/C(N)=C(/C#N)C(=O)CSc1ccccc1F	0.4	10	-2	-2	i	6	0	0.9	-3
COCCNc1nc(NCc2cccs2)nc2ccsc12	1.9	0	0	0	i	-1	-5	1.1	-3
O=C(Nc1ccc(F)cc1)Nc1ccc(N2CCCC2)c(S(=O)(=O)Nc2ccccc2Cl)c1	1.3	-1	-2	-7	i	-4	33	11*	0
COC(=O)c1c(-c2ccc(C)cc2)csc1NC(=S)NC(=O)c1cc(OC)cc(OC)c1	-0.1	5	0	-2	i	-2	-8	0.0	0
O=c1[nH]cc(S(=O)(=O)N2CCN(c3cccc(Cl)c3)CC2)c(=O)[nH]1	-1.4	22	4	-2	i	2	-2	0.1	3
S=C(Nc1ccc(Cl)cc1)NC1CC2CCCC(C1)N2C1CCCC1 (configuration not stated)	-0.4	17	6	-14	i	1	-2	-0.2	0
COc1ccc(NC(=O)NC2(C(=O)N3CCN4CCCC4C3)CCCCC2)cc1 (configuration not stated)	-0.6	4	2	-4	i	5	-7	0.0	11
CC(=O)NCC(=O)NC1CC(C)(C)Cc2c1cnn2-c1ccccc1 (configuration not stated)	-0.5	13	-2	1	i	-1	-6	-0.8	-16
Cc1nn(Cc2ccc(Cl)cc2)c(C)c1NC(=O)c1cc(C(C)C)on1	-0.9	8	3	-3	i	-2	0	-0.8	-3
COc1cc(CN2CCc3ccccc3C2)cc([N+](=O)[O-])c1O	-0.5	11	-2	-5	i	2	-5	-1.0	2
CCN(C(=O)COC(=O)c1cc([N+](=O)[O-])ccc1N1CCOCC1)C1CCS(=O)(=O)C1 (configuration not stated)	2.5	-7	-5	-3	i	-4	4	-0.4	-4
O=C(NCCO)N1c2ccccc2Sc2ccccc21	0.3	2	0	-8	i	8	-1	-1.2	7
CC1CCCC1/C(=N/O)c1ccccc1 (configuration not stated)	0.1	16	2	-3	i	2	-8	0.1	1
O=C(CSc1ccccc1F)NC(=O)NC1CCCC1	0.1	10	0	-2	i	1	-5	-0.1	-10
CCN=C1SC(C(=O)NCCc2ccccc2)CC(=O)N1CC (configuration not stated)	0.5	2	2	-4	i	2	-3	0.1	-8
O=C(CC(c1ccccc1)c1ccccc1)N1CCN(c2ccccn2)CC1	0.5	0	1	0	i	6	7	-0.6	14
C=CCN(Cc1cc(OC)ccc1OC)C(=O)c1cc2ccc(OC)cc2[nH]1	1.1	-5	5	-2	i	-5	14	-0.7	-2

Single records, from the list above. Values in the order: MsrA inhibitor | PABP1 MLLE inh | Rin1 Abl inh | bovine MsrA act | Neddylation inh | CSN inh | FAS TE block | TbMetRS inhib | E coli Lon inh
Results for `COc1cc(CNn2cn[nH]c2=S)cc(Cl)c1OCc1ccc(F)cc1` = 0.7 | -33 | 0 | 0 | i | -2 | -2 | -0.3 | 11
Results for `Cc1nn(Cc2ccc(Cl)cc2)c(C)c1NC(=O)c1cc(C(C)C)on1` = -0.9 | 8 | 3 | -3 | i | -2 | 0 | -0.8 | -3
Results for `COc1ccc(CNCc2c(F)cccc2F)cc1OC` = 1.2 | 6 | -1 | 1 | i | 2 | -3 | -0.1 | -4
Results for `CCN=C1SC(C(=O)NCCc2ccccc2)CC(=O)N1CC` (configuration not stated) = 0.5 | 2 | 2 | -4 | i | 2 | -3 | 0.1 | -8
Results for `C=CCN(Cc1cc(OC)ccc1OC)C(=O)c1cc2ccc(OC)cc2[nH]1` = 1.1 | -5 | 5 | -2 | i | -5 | 14 | -0.7 | -2

(continued)
SMILES	MsrA inhibitor	PABP1 MLLE inh	Rin1 Abl inh	bovine MsrA act	Neddylation inh	CSN inh	FAS TE block	TbMetRS inhib	E coli Lon inh
O=C(c1c[nH]c2ccc(S(=O)(=O)N3CCOCC3)cc2c1=O)N1CCN(c2ccccn2)CC1	0.6	7	-5	-2	i	-6	-6	0.4	0
O=C(Nc1ccnn1C1CCN(C(=O)c2cccc(C(F)(F)F)c2)CC1)C1CC1	0.7	-6	0	-9	i	2	-6	-0.7	2
CCOC(=O)c1cncc(C#CCO)c1	-0.4	-15	4	-3	i	2	-6	0.3	-12
COc1ccccc1CN(CC(=O)NCc1ccc(F)cc1)C(=O)c1csnn1	0.2	30	2	-2	i	3	-2	-0.1	-5
O=C(CN1CCC(n2nnc3cc(C(F)(F)F)ccc32)CC1)Nc1ccc2c(c1)OCCO2	0.3	2	1	3	i	0	18	0.3	-12
S=C(NCC1CCCO1)Nc1ccc(Nc2ccccc2)cc1 (configuration not stated)	2.4	-40	4	-2	i	-17	2	0.0	12
CCN(C(=O)c1cc2c(=O)n3cccc(C)c3nc2n1CCCOC)C1CCCCC1	3.1	0	-1	-1	x	1	15	-0.5	-5
O=S(=O)(c1cccs1)N1CCN(c2ccc(O)cc2)CC1	0.2	-1	-7	-8	i	-2	-1	-0.1	4
O=C(COC(=O)Cn1nnc(-c2ccccc2)n1)Nc1cc(F)ccc1F	0.9	3	5	-5	i	-2	-7	-0.2	-2
CCOC(=O)c1ccc(N2C(=O)C(CC(N)=O)N(CCc3ccc(OC)c(OC)c3)C2=S)cc1 (configuration not stated)	0.7	7	5	-2	i	-2	-4	-0.6	-2
CCOC(=O)c1cnc2c(Cl)cc(Cl)cc2c1NCCCN1CCOCC1	1.5	2	-4	-1	i	1	2	0.1	-6
CC1(C)NC(=O)N(CC(O)CN2CCCC2)C1=O (configuration not stated)	-0.1	-8	6	-6	i	1	-9	-1.0	-8
CCCCC(=O)Nc1ccc(NCc2ccc(C)s2)cc1	0.9	14	3	0	i	-1	-1	-1.3	-9
CCCN(CC(=O)Nc1ccccc1C)C(=O)CCNC(=O)c1ccccc1Cl	0.0	0	-1	-1	i	1	-6	-0.4	-13
COc1ccc2oc(=O)c(C(=O)N3CCN(c4ccccc4)CC3)cc2c1	4.0	-1	-1	-12	i	-2	2	-0.7	-5
CCOC(=O)c1ccc(NCc2ccc(N(C)C)cc2)cc1	-0.1	-9	-3	-2	i	-2	2	-0.4	-3
COc1ccccc1NC(=O)CSc1nc2c(oc3ccccc32)c(=O)n1C	0.6	1	3	-3	i	-1	11	-0.4	-3
N/C(=N\S(=O)(=O)c1cc(C(F)(F)F)cc(C(F)(F)F)c1)c1ccccc1	-0.5	16	-1	-6	i	-2	23	-0.7	7
Clc1nc(NCCc2ccccc2)c2cn[nH]c2n1	0.3	9	1	-12	i	1	-2	-0.3	14
CC(=O)Nc1cc(-c2cccc(N)c2)cn2c(-c3ccc(C(C)=O)cc3)cnc12	1.4	-41	-2	-5	i	-1	1	0.4	1
NNC(=O)c1sc2cc(C(F)(F)F)cnc2c1-c1cccs1	0.9	6	1	-2	i	-6	-1	-0.8	2
OCc1nc2c(ccc3ccccc32)[nH]1	-0.6	3	4	0	i	-2	-4	-0.4	-11
